AI-2 QS mod: modulates the Vibrio harveyi AI-2 quorum sensing system. activity change, % at 7.5 µM. AID 2094. hit rate 0.4% among 300,000. Vibrio harveyi JMH597 AI-2 luminescence/OD600 ratio, 9 h; stronger effect = lower value; strain lacks LuxN and CqsS sensors; 0 = neutral-control median; in the data active = activity change below about -75%, passing the limit was not always enough; inconclusive = no clear call, values can overlap the other calls;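 note: luminescence divided by OD600 gain over 9 h not by final OD600 alone; inactives centre near 13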
HIF act: HIF pathway transcriptional activation; hit rate 0.32% among 300,000; AID 1910; U2OS HRE-luciferase reporter, luminescence; normalized: DMSO 0%, desferrioxamine 100%; activation, % at 7.5 µM (by protocol);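 active = mean activation of at least 10% of the iron chelator positive control signal, with at least half of replicates also reaching 10%; inconclusive = mean and replicate majority disagree about reaching 10%; inactive = mean and most replicates under 10%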
IEC-6 cytotox: IEC-6 cytotoxicity, counter-screen for KLF5 inhibitors; luminescence viability; inhibition, % at 5 µM; hit rate 0.78% among 290,000; in the data active = inhibition above about 22%;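 note: 0% = plate median of test compound wells and 100% = cytotoxic reference compound wells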
aSyn 5UTR inh: 5' untranslated region of α-synuclein, MLPCN primary screen; hit rate 0.82% among 300,000; alpha-synuclein 5'UTR reporter, inhibitor activity; inhibition, % (tested at 7.5 µM); in the data active = inhibition above about 60%; inconclusive = no clear call, values can overlap the other calls;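 note: H4 neuroglioblastoma cells stably carrying SNCA 5'UTR luciferase fusion; 0% = DMSO wells and 100% = positive control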
Platelet DG rel: modulates dense granule release in human platelets | human platelet-rich plasma, SFLLRN dense granule ATP release, luminescence | inhibition, %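 (compounds screened at 7.5 µM in platelet-rich plasma)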 | hit rate 0.22% among 300,000 | AID 1663;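 active = mean replicate score, as percent of positive control, at or above 50; inconclusive = mean below 50 but at least one replicate at or above 50; inactive = mean and every replicate below 50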
KLF5 inhibitor: suppresses KLF5 promoter-driven expression; DLD-1 KLF5 promoter-luciferase reporter, luminescence; inhibition, % at 5 µM; hit rate 0.23% among 290,000;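 active = inhibition above a per-plate limit of that plate's mean compound inhibition plus 3 SD, cut at about 60% in these data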;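 note: 0% = DMSO wells and 100% = LY294002 at 200 µM; higher means less KLF5 promoter-driven luciferase light; inactives centre near -14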
HSF-1 act: increases HSF-1 driven luciferase reporter signal; NIH3T3-HGL HSF-1 luciferase reporter, MG132, 8 h; 100% = twice DMSO control signal; AID 504408; activation, % at 9 µM; hit rate 1.7% among 300,000;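 active = mean replicate activation of at least 50% with a set share of replicates each reaching 50%; inconclusive = only one of those two conditions met; inactive = mean below 50% and too few replicates reaching it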;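 note: 0% = median of the neutral control wells and 100% = twice that signal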
HSF1 inh: HSF1 inhibition; NIH3T3-HGL HSE-luciferase, MG132-induced, luminescence 8 h; stronger effect = lower value; activity change, negative = inhibition, % at 7.5 µM (by protocol); hit rate 0.77% among 300,000; AID 2098;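 active = more than half of replicate wells show activity change below -50%, luminescence cut by over half; inconclusive = some wells, but at most half, below -50%; inactive = no replicate well below -50%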;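 note: luciferase reports HSF-1 transcriptional activity via heat shock element; 0% = median of DMSO wells and -100% = zero luminescence signal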
HSP90 inh: blocks HSP90-mediated luciferase refolding in reticulocyte lysate; Rabbit reticulocyte lysate, luciferase refolding luminescence, 3 h; hit rate 0.91% among 290,000; inhibition, % at 5.6 µM;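 active = inhibition above the screen-wide mean plus 3 SD, computed separately per campaign, cut at about 16% in these data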;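 note: 0% = DMSO wells and 100% = 60 µM geldanamycin wells; inhibitors lower the luminescence because luciferase stays unfolded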
SKKanGAS inh: SKKanGAS growth inhibition; S. pyogenes SKKanGAS, kanamycin growth, BacTiter-Glo, 6 h; inhibition, % at 7.5 µM; hit rate 1.3% among 300,000; AID 1662;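 active = mean replicate score, as percent of positive control median, at least 50; inconclusive = mean below 50 but one replicate at or above 50; inactive = mean and every replicate below 50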;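 note: strain carries kanamycin resistance gene driven by streptokinase promoter and grows in 40 µg/ml kanamycin; loss of luminescence reflects streptokinase promoter inhibition or plain growth inhibition; 0% = median of DMSO wells and 100% = positive control at its reference dose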
* hit, by the source's call; ? = inconclusive; · = not tested or not shown.

SMILES | AI-2 QS mod | HIF act | IEC-6 cytotox | aSyn 5UTR inh | Platelet DG rel | KLF5 inhibitor | HSF-1 act | HSF1 inh | HSP90 inh | SKKanGAS inh
CCCc1c(C)nc2ccccc2c1SCCC#N | 9.9 | 0.0 | -6.0 | 2.1 | -4.3 | -0.4 | -25.2 | -21.5 | 6.5 | -4.2
CSc1ccc(C(=O)C2CCCN(C(=O)c3ccc4c(c3)OCO4)C2)cc1 (stereo unspecified) | -0.6 | 0.0 | -6.8 | 7.3 | -9.1 | -6.9 | -0.5 | 7.9 | -4.1 | 9.5
CCn1cc(C(=O)NCC(=O)OC)c2cc(OC)c(OC)cc2c1=O | 9.1 | 0.0 | 0.0 | 11.6 | -4.7 | -5.5 | -10.6 | -4.4 | -1.2 | 1.4
COc1ccc(NC(C)=O)cc1NC(=O)CN1CCN(C2c3ccccc3-c3ccccc32)CC1 | 24.9 | 0.1 | 1.7 | 47.0 | 12.8 | -34.0 | 5.9 | 4.7 | -0.5 | 21.7
O=S(=O)(Nc1ccncc1Cl)c1ccc2ccccc2c1 | 19.8 | -0.4 | -5.1 | 21.2 | -2.6 | -29.6 | 4.2 | -5.9 | -0.8 | 4.5
Cc1cc(C)c(S(=O)(=O)Nc2cc(C)on2)c(C)c1 | 28.4 | -0.3 | -3.9 | -14.6 | 19.9 | -30.5 | 1.8 | -4.1 | -0.1 | 31.6
O=C(Nc1nc(-c2ccc3ccccc3c2)cs1)c1ccc(N2C(=O)CCC2=O)cc1 | 10.5 | 0.5 | -4.1 | 14.6 | 13.0 | -2.5 | -8.5 | -5.4 | 2.6 | 7.1
O=C(O)c1[nH]c2ccccc2c1C=NCc1ccccc1Cl | 15.3 | 0.1 | -0.2 | -40.9 | 1.2 | -30.9 | 17.7 | 11.5 | -0.1 | 3.1
O=C(Nc1cc(-c2nc3ccccc3s2)ccc1Cl)c1ccc2c(c1)OCO2 | 5.7 | 1.5 | 1.0 | -70.4 | 8.2 | -11.4 | 12.1 | -3.5 | 0.2 | 1.8
CN(C)c1ccc(/C=N/NC(=O)c2ccccc2Cl)cc1 | -5.1 | 2.2 | 7.8 | -124.9 | -5.9 | -33.3 | -60.0 | ? | 1.6 | -3.1
CCCCOc1nc2ccccc2nc1C(C#N)S(=O)(=O)c1ccccc1 (stereo unspecified) | -10.5 | 0.0 | -5.1 | 0.2 | 12.9 | -33.4 | 3.4 | 6.0 | 4.6 | 8.3
O=C(O)c1cccc(NC(=O)c2ccc(COc3ccc(Cl)cc3)cc2)c1 | 18.2 | 3.4 | -1.1 | -36.6 | -4.2 | -99.0 | 39.0 | 31.0 | -0.5 | 11.5
O=C(CSc1nnc(NC(=O)c2cc(Br)ccc2Cl)s1)NCC1CCCO1 (stereo unspecified) | 17.1 | 0.2 | -2.4 | 3.9 | -10.1 | -30.2 | -15.4 | -6.7 | 2.7 | 6.0
CC(C)Cc1cc(C(=O)N2CCCC(CCC(=O)N(C)CCc3ccccn3)C2)no1 (stereo unspecified) | 13.3 | -0.3 | -2.6 | 2.0 | -11.3 | -45.6 | · | · | -0.3 | -20.6
NC(=O)c1nsc(C(=O)N(c2ccccc2)C(C(=O)NC2CCCCC2)c2ccc(O)cc2)c1N (stereo unspecified) | 19.3 | -0.4 | -1.3 | 14.2 | -7.3 | 1.5 | 18.6 | 8.7 | 1.6 | 1.4
Cc1cc2c([nH]c3ccccc32)c(C)n1 | 7.2 | 0.3 | 3.3 | 2.1 | 16.9 | -32.5 | 35.9 | 5.4 | 9.2 | 0.3
COc1ccc(-c2noc(COc3ccc4c(c3)OCO4)n2)cc1 | 11.1 | -0.2 | -2.1 | 17.2 | 2.7 | -16.0 | -6.2 | -4.1 | -0.9 | -3.4
COc1ccc(OC)c(-c2csc(N(Cc3ccco3)C(=O)c3ccco3)n2)c1 | 19.1 | 0.0 | 3.9 | 13.2 | 7.2 | -8.2 | 9.4 | -2.4 | 2.3 | -15.5
Clc1ccc(OCc2cnc(Cl)s2)cc1 | -2.0 | 0.7 | 0.0 | -56.0 | 2.6 | -8.7 | 5.3 | 13.7 | -3.0 | 3.6
O=C(CCCn1c(=O)[nH]c2ccsc2c1=O)N1CCN(c2ccccn2)CC1 | 32.7 | -0.9 | 3.9 | 11.6 | 7.8 | -5.6 | -34.0 | -18.5 | 2.8 | 12.8
COc1ccc(NC(=O)Nc2cc(C(=O)O)ccc2N2CC3CC(C2)c2cccc(=O)n2C3)c(OC)c1 (stereo unspecified) | 5.3 | 0.5 | -0.9 | -3.1 | 6.3 | -44.1 | 7.7 | -3.9 | -0.5 | 1.3
COc1ccccc1C(=O)N/N=C(\C)CC(=O)Nc1ccccn1 | 3.7 | 0.6 | -4.9 | -2.6 | -16.4 | -25.3 | -1.9 | -0.4 | -1.2 | -2.5
Cc1ccc(C(=O)O/N=C(\N)c2ccccn2)cc1Cl | 25.2 | -14.6 | 0.4 | 7.1 | 8.2 | 50.8 | -46.9 | -36.3 | 42.5* | -1.1
Cc1ccc(NC(=O)CN(C)CC(=O)Nc2ccccc2C#N)cc1 | 6.4 | -0.2 | -5.0 | 25.4 | -2.3 | -48.0 | -14.2 | -2.1 | -1.9 | 1.5
CCOC(=O)C1(CCCc2ccccc2)CCN(C(=O)C2=C(C)OCCO2)CC1 | 22.1 | -0.2 | -2.5 | 23.2 | -0.9 | -4.6 | 11.1 | 5.1 | 5.2 | -2.5
CC(=O)N1CCc2cc(S(=O)(=O)NC(Cc3ccccc3)C(=O)O)ccc21 (stereo unspecified) | 5.8 | -0.7 | 4.1 | -8.5 | -3.9 | -25.6 | -22.2 | -3.6 | 0.8 | 10.2
COc1ccc(Cl)cc1C(=O)Nc1ccccc1N1CCN(C(=O)C(C)C)CC1 | 39.3 | -0.3 | 0.0 | -13.2 | -4.0 | -2.7 | 29.6 | 6.6 | 0.5 | 23.5
CCOC(=O)c1cc2cc([N+](=O)[O-])ccc2oc1=O | -2.3 | -0.1 | 0.5 | -10.3 | 58.6* | 2.3 | -10.2 | 0.7 | 4.1 | -8.8
O=C(c1ccc(COc2ccccc2Br)o1)N1CCCCCC1 | -0.1 | 1.1 | 0.2 | -11.5 | -4.3 | -9.5 | 9.1 | 2.9 | 3.7 | -2.6
COc1ccc(Br)cc1CN(C)CC(=O)Nc1cc(Cl)ccc1Cl | 17.9 | -25.0 | -0.2 | -4.2 | 27.4 | -8.3 | 24.1 | 4.5 | 5.1 | -0.7
COc1cc(NC(=O)Cc2ccc([N+](=O)[O-])cc2)c(C(=O)O)cc1OC | 22.7 | -0.3 | 5.8 | 6.3 | -1.6 | -0.8 | -3.2 | -10.1 | -0.6 | 10.8
CC(=O)Nc1ccc(NC(=O)C(F)(F)F)cc1 | 9.2 | 0.0 | -3.5 | 11.5 | -0.6 | -12.2 | -9.8 | 2.4 | -0.2 | 2.8
COC(=O)\C(C(C)=O)=C(/C=C/C=C/N(C)C)N(C)C | 1.1 | -1.8 | -2.0 | 9.3 | · | 11.7 | 11.6 | -4.6 | 4.5 | 1.1
COc1ccc(NS(=O)(=O)c2cc3c4c(c2)CCN4C(=O)CC3)c(OC)c1 | 1.4 | -2.4 | · | -5.1 | -6.4 | · | -1.1 | -2.5 | · | -0.8
CCCc1nc(Cl)c(C#N)c2c1CCCC2 | 9.0 | 0.1 | 6.9 | 22.2 | -0.8 | -6.2 | -18.3 | -17.5 | 3.0 | 0.4
CCC(CO)Nc1ncnc2onc(-c3ccc(F)cc3)c12 (stereo unspecified) | 13.9 | 0.3 | -7.5 | 0.7 | -1.4 | -27.6 | -5.2 | 3.1 | 2.4 | 4.4

Record cards, as listed above. Values in the order: AI-2 QS mod	HIF act	IEC-6 cytotox	aSyn 5UTR inh	Platelet DG rel	KLF5 inhibitor	HSF-1 act	HSF1 inh	HSP90 inh	SKKanGAS inh
CC(=O)N1CCc2cc(S(=O)(=O)NC(Cc3ccccc3)C(=O)O)ccc21 (stereo unspecified) is listed with 5.8	-0.7	4.1	-8.5	-3.9	-25.6	-22.2	-3.6	0.8	10.2
CCOC(=O)c1cc2cc([N+](=O)[O-])ccc2oc1=O is listed with -2.3	-0.1	0.5	-10.3	58.6*	2.3	-10.2	0.7	4.1	-8.8
CCCc1nc(Cl)c(C#N)c2c1CCCC2 is listed with 9.0	0.1	6.9	22.2	-0.8	-6.2	-18.3	-17.5	3.0	0.4

Following part:
SMILES | AI-2 QS mod | HIF act | IEC-6 cytotox | aSyn 5UTR inh | Platelet DG rel | KLF5 inhibitor | HSF-1 act | HSF1 inh | HSP90 inh | SKKanGAS inh
CC1(C)OC(=O)C(=NNc2ccccc2C(=O)O)C(=O)O1 | 3.4 | -0.3 | 3.5 | 0.3 | 6.2 | -13.7 | 0.3 | -3.8 | 1.6 | -3.2
CCOc1ccc(/C=C/C(=O)NC2CCCCC2)cc1 | 7.9 | 1.0 | 4.8 | -43.9 | -7.1 | -70.8 | 15.3 | 15.1 | 7.1 | -6.8
COc1ccc(C(=O)/C=C/Nc2cc(C)ccn2)cc1 | 18.3 | -2.1 | -0.9 | 25.7 | ? | -77.3 | 10.1 | 4.6 | 31.0* | 0.4
O=C(N/N=C/c1cn(-c2ccccc2)nc1-c1cc2ccccc2o1)c1ccncc1 | 31.7 | 1.1 | 11.2 | -14.6 | -11.4 | -66.4 | 42.5 | 15.1 | -2.4 | 6.9
CC(=O)C(Cc1cccc(F)c1)(Cc1cccc(F)c1)C(C)=O | 22.0 | -0.8 | -2.9 | 19.4 | -0.1 | -0.9 | -5.7 | -2.5 | 1.7 | 9.8
Cn1cc(CCC(=O)N2CCCC(CCC(=O)NCc3ccccc3F)C2)cn1 (stereo unspecified) | -11.7 | 0.7 | 1.5 | -18.4 | 1.0 | 2.2 | -0.6 | 0.6 | 1.3 | 2.5
COc1cc(/C=N/Nc2ccnc(=O)[nH]2)ccc1O | 43.9 | 5.1 | -1.7 | -20.7 | 26.9 | -16.9 | -12.4 | -0.2 | -1.2 | 4.6
Cc1cc(=O)[nH]c(SCC(=O)N2CCC(Cc3ccccc3)CC2)n1 | 3.3 | -0.6 | 1.2 | -5.9 | 6.3 | 6.7 | 24.5 | -1.9 | 6.5 | -3.4
CC(=O)Nc1cccc(NC(=O)COC(=O)C2CC3CCCC(C2)C3=O)c1 (stereo unspecified) | 18.9 | -0.4 | 5.7 | 4.4 | 5.7 | -62.8 | 6.0 | -2.5 | -0.8 | -2.5
COCc1cc(C)nc(SCC(=O)Nc2ccccc2C)c1C#N | 13.7 | -0.7 | -2.1 | 14.3 | -11.3 | -13.9 | -3.1 | -2.8 | -1.2 | -5.4
COc1cc(CN2CCN(S(=O)(=O)c3ccc(NC(C)=O)cc3)CC2)cc(OC)c1O | 13.1 | 0.2 | -2.0 | 16.2 | 4.2 | -22.1 | 1.1 | -7.8 | 2.3 | 2.6
CCCC(=O)NC(c1ccc(OC)c(OC)c1)c1cc(Cl)c2cccnc2c1O (stereo unspecified) | 12.6 | 0.3 | -0.6 | 50.2 | -3.8 | -2.6 | -38.2 | -23.9 | 4.0 | 22.8
